From PubChem
UHRF1 binding: UHRF1 methylated DNA binding inhibitors, primary screen, counter-screen for MBD2 inhibitor project, biochemical, TR-FRET, human UHRF1, single concentration; UHRF1 binding to methylated oligo; inhibition, % at 4.4 µM; actives 0.75% (n = 370,000); AID 687016, 2013; in the data active means inhibition above about 21%;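 further: UHRF1 SRA domain binding a hemimethylated CpG hairpin DNA probe; 0% = median of test compound wells and 100% = reference inhibitor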
HTRA1 inh: HTRA1 serine protease inhibitors, primary screen, biochemical, fluorescence polarization, HTS. recombinant HTRA1, FP-rhodamine activity-based probe. actives 0.5% (n = 340,000). inhibition, % at 5.96 µM. Q92743; in the data active means inhibition above about 36%;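 further: 0% = enzyme with DMSO and 100% = wells lacking enzyme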
ABHD4 inh: ABHD4 inhibitors, primary screen, biochemical, fluorescence polarization, mouse; purified mABHD4, FP-Rh probe fluorescence polarization; inhibition, % at 8.92 µM; actives 0.54% (n = 370,000); AID 720543, 2013;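 active means inhibition exceeding the mean over every tested compound plus 3 SD, cut at about 30% in these data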;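 further: 0% = plate median of compound wells and 100% = S159A mutant with DMSO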
Target sequence (Q8VD66 whole entry, looked up): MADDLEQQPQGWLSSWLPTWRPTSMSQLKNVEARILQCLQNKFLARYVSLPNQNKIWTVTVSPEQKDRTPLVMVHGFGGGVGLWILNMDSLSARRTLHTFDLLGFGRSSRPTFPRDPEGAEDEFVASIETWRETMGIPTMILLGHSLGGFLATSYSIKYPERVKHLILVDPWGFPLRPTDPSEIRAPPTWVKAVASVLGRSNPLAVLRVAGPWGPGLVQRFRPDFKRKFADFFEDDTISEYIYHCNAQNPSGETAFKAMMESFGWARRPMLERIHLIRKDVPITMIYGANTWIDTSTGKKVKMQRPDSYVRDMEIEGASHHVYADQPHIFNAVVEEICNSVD
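Assay system: mouse ABHD4 enzyme, wild type / Also added: fluorescent activity-based probe FP-Rh / Doses: single nominal dose of 8.92 µM, 0.89% DMSO final / Timing: 45 min compound pre-incubation plus 60 min probe step, 25 °C / Signal: FP readout, ex 525 nm / em 598 nm / Control set: S159A mutant/DMSO as 100%, compound-well median as 0%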
TDP2 inh: human TDP2 enzyme inhibitors, primary screen, biochemical, epi absorbance, recombinant enzyme. Tyrosyl-DNA phosphodiesterase 2 (Homo sapiens), O95551. T5PNP hydrolysis, p-nitrophenol absorbance 415 nm. inhibition, % at 12.8 µM. actives 0.34% (n = 370,000);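 active means inhibition above the mean of all tested compounds plus 3 SD, set per campaign, cut at about 25% in these data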;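 further: 0% = DMSO with enzyme and 100% = buffer with substrate but no TDP2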
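Incubation: 2 h at 37 °C; Test system: recombinant human TDP2; Quantity: enzyme 120 nM; Read-out basis: percent inhibition; Medium: 50 mM Tris-HCl pH 7.5 with Mg2+, KCl, DTT, BSA; Repeats: single replicate; Compound: 12.8 µM single point, 1% DMSO; Signal: epi absorbance; Reagent: 5 mM T5PNP chromogenic substrate; Benchmarks: no-enzyme high, DMSO-plus-enzyme low.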
TCR CD3 inh: inhibitors of human TCR-CD3 interaction, primary screen, biochemical, fluorescence, TAMRA-labeled TCR probe; T-cell receptor (TCR); inhibition, % at 9.4 µM; actives 0.37% (n = 360,000); AID 651800, 2012; in the data active means inhibition above about 19%;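 further: recombinant mutant TCR 2C K166C tagged with TAMRA read by polarization; 0% = receptor in buffer alone and 100% = receptor with positive control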
SIAE primary: human SIAE inhibitors, primary screen, biochemical, fluorescence polarization, FP-Rh probe, 1536-well HTS. Sialate O-acetylesterase (Homo sapiens), Q9HAT2. actives 0.69% (n = 370,000). inhibition, % at 9.66 µM. SIAE FP-Rh probe binding;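 active means inhibition above a cutoff: mean of compounds within the control limits plus 3 SD of those, cut at about 17% in these data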;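 further: 0% = plate median of compound wells and 100% = probe without SIAE protein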
LEDGF integ inh: blockers of LEDGF/p75-dependent integrase strand transfer – biochemical, TR-FRET, high throughput, primary screen | HIV-1 integrase (with human LEDGF/p75) | TR-FRET IN-LEDGF/p75 DNA integration, Eu/Cy5 | inhibition, % at 3.7 µM | actives 0.64% (n = 370,000);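 active means inhibition above the screen-wide mean plus 3 SD, cut at about 13% in these data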;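 further: signal is the Cy5 over europium emission ratio at 671 and 618 nm; 0% = plate median of compound wells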
PG9 binder: binders of HIV-1 gp120 antibody PG9, primary screen, biochemical, TR-FRET; HIV-1 gp120 / PG9 antibody interaction; TR-FRET gp120-PG9 antibody binding; inhibition, % at 6.7 µM; actives 0.43% (n = 360,000); AID 624416, 2012; in the data active means inhibition above about 8.5%
DDE Tn7 FP inh: inhibitors of Tn7 peptide binding to fibrin DD(E), primary screen, biochemical, fluorescence polarization, human fibrin, Tn7 probe; Fibrinogen beta chain (Homo sapiens), P02675; FP displacement of FITC-Tn7 peptide from fibrin DD(E); 0% = median of compound wells per plate; inhibition, % at 8.3 µM; actives 0.13% (n = 370,000); AID 720508, 2013;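 active means inhibition above the mean of compounds falling within the control limits plus 3 SD of them, cut at about 14% in these data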;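 further: 0% = plate median of compound wells and 100% = 10 µM Aha-Tn7 peptide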
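Assay system: Human fibrin DD(E) protein | Medium: Tris buffer with calcium and detergent, pH 7.8 | Reagent: 0.1 µM fluorescent Tn7 | Compound dosing: Single point at 8.3 µM | Times: 10 min preincubation, 3 h with tracer, room temperature | Detection: Fluorescence polarization of the labelled Tn7 tracer | Controls: Aha-Tn7 high control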
PRMT1 FP inh: PRMT1 methyltransferase inhibitors, primary screen, biochemical, fluorescence polarization; Protein arginine N-methyltransferase 1 (Homo sapiens), Q99873; recombinant PRMT1, activity-based probe fluorescence polarization; inhibition, % at 2.79 µM; actives 1.3% (n = 370,000); AID 652257, 2013;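 active means inhibition above about 21% made by adding two undisclosed values, limit read from the data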
Target sequence (Q99873 whole entry, looked up): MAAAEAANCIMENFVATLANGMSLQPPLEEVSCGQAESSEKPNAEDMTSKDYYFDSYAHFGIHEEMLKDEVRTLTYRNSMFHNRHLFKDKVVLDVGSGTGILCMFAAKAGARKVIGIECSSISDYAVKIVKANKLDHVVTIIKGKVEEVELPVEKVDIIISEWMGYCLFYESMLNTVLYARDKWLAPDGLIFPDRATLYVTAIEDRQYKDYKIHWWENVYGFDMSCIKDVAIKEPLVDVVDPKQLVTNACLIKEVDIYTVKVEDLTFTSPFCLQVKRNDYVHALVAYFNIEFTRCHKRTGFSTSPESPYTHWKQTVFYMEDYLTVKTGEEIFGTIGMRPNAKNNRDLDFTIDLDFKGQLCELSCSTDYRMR
* marks the source's active call; other numbers are inactive results; & = joins results of further samples.

For CCCn1cc(S(=O)(=O)c2ccccc2)c(=O)c2cc(OC)c(OC)cc21 the results were UHRF1 binding -0.3, HTRA1 inh 2.1, ABHD4 inh 1.2, TDP2 inh 11.4, TCR CD3 inh 0.4, SIAE primary 9.4, LEDGF integ inh -1.5, PG9 binder -1.1, DDE Tn7 FP inh -4.8 and PRMT1 FP inh -1.6.
For CCc1cc(-c2cnnn2Cc2ccccc2)ccc1-c1cn(CC(C)C)nn1 the results were UHRF1 binding -2.6, HTRA1 inh -26.0, ABHD4 inh 5.3, TDP2 inh -7.0, TCR CD3 inh 10.0, SIAE primary 1.1, LEDGF integ inh 0.3, PG9 binder -0.5, DDE Tn7 FP inh -6.4 and PRMT1 FP inh -2.5.
`O=C(O)c1ccccc1C(=O)Nc1cc(C(F)(F)F)ccc1N1CCCC1` gave UHRF1 binding -0.3, HTRA1 inh -16.5, ABHD4 inh -16.7, TDP2 inh -22.9, TCR CD3 inh -11.9, SIAE primary 3.1, LEDGF integ inh 5.5, PG9 binder -1.2, DDE Tn7 FP inh -4.0 and PRMT1 FP inh -2.6.
CCN(CC)CC#CC(C)OCOCC#CCOC (centres undefined) was read as UHRF1 binding -1.7, HTRA1 inh -6.8, ABHD4 inh 1.8, TDP2 inh -6.9, TCR CD3 inh 1.5, SIAE primary -8.1, LEDGF integ inh 6.6, PG9 binder -1.3, DDE Tn7 FP inh -2.2 and PRMT1 FP inh -3.8.
Screening C=CCc1cccc2cc(C(=O)NCc3ccc(C(=O)OCC)o3)c(=O)oc12 returned UHRF1 binding 4.8, HTRA1 inh -12.5, ABHD4 inh -20.0, TDP2 inh -3.2, TCR CD3 inh 1.8, SIAE primary -9.6, LEDGF integ inh 2.5, PG9 binder -0.4, DDE Tn7 FP inh -2.0 and PRMT1 FP inh 8.4.
Cc1c(O)ccc2c3c(c(=O)oc12)CCC(C)C3 (centres undefined) was read as UHRF1 binding -1.8, HTRA1 inh -17.3, ABHD4 inh -17.6, TDP2 inh 2.2, TCR CD3 inh 4.4, SIAE primary -2.2, LEDGF integ inh 7.3, PG9 binder -2.9, DDE Tn7 FP inh -1.4 and PRMT1 FP inh -0.1.
Screening Cc1ccc(Cn2ccc(NC(=O)c3cc(-c4ccc(Br)cc4)on3)n2)cc1 returned UHRF1 binding 2.8, HTRA1 inh -6.3, ABHD4 inh -7.2, TDP2 inh -3.7, TCR CD3 inh -5.5, SIAE primary 5.2, LEDGF integ inh 9.5, PG9 binder -4.1, DDE Tn7 FP inh -2.5 and PRMT1 FP inh -1.5.
For CCCc1ccc(OCC(O)CN2CCN(c3ccccc3)CC2)cc1 (centres undefined) the results were UHRF1 binding 1.0&-0.2, HTRA1 inh -4.9&1.7, ABHD4 inh 7.8&5.7, TDP2 inh -1.8&8.1, TCR CD3 inh -1.8&0.4, SIAE primary 2.5&4.4, LEDGF integ inh -2.2&-1.2, PG9 binder 1.1&0.1, DDE Tn7 FP inh -3.1&-0.6 and PRMT1 FP inh -1.4&-0.3.
Screening O=C(NC1Cc2ccccc2C1)c1cc(COc2cccc(C(F)(F)F)c2)on1 returned UHRF1 binding 17.8, HTRA1 inh -2.9, ABHD4 inh -5.4, TDP2 inh -6.4, TCR CD3 inh -0.5, SIAE primary -4.4, LEDGF integ inh 0.3, PG9 binder -1.7, DDE Tn7 FP inh -10.9 and PRMT1 FP inh -0.1.
Screening O=C(CSc1nnc(CNC(=O)c2c(F)cccc2F)o1)NCC1CCCO1 (centres undefined) returned UHRF1 binding -3.4, HTRA1 inh 5.0, ABHD4 inh 4.3, TDP2 inh -0.2, TCR CD3 inh -8.2, SIAE primary 4.6, LEDGF integ inh 1.2, PG9 binder 1.1, DDE Tn7 FP inh 2.3 and PRMT1 FP inh 0.8.
C(=C\c1ccco1)/c1ccc2ccccc2n1 was read as UHRF1 binding 25.2*, ABHD4 inh 21.4, TDP2 inh -18.0, TCR CD3 inh 12.8, SIAE primary 4.0, LEDGF integ inh 18.4*, PG9 binder 0.3, DDE Tn7 FP inh 2.9 and PRMT1 FP inh 38.2*.
Screening CCOC(=O)C1=C(C)NC(SCC(=O)O)=C(C#N)C1c1ccco1 (centres undefined) returned UHRF1 binding 1.9, HTRA1 inh 0.9, ABHD4 inh 0.4, TDP2 inh 6.3, TCR CD3 inh 2.1, SIAE primary 6.4, LEDGF integ inh 4.0, PG9 binder 0.3, DDE Tn7 FP inh 5.6 and PRMT1 FP inh 14.4.

Two compounds drawn at random from the list so far:
`O=C(O)c1ccccc1C(=O)Nc1cc(C(F)(F)F)ccc1N1CCCC1` gave UHRF1 binding -0.3, HTRA1 inh -16.5, ABHD4 inh -16.7, TDP2 inh -22.9, TCR CD3 inh -11.9, SIAE primary 3.1, LEDGF integ inh 5.5, PG9 binder -1.2, DDE Tn7 FP inh -4.0 and PRMT1 FP inh -2.6.
Screening CCOC(=O)C1=C(C)NC(SCC(=O)O)=C(C#N)C1c1ccco1 (centres undefined) returned UHRF1 binding 1.9, HTRA1 inh 0.9, ABHD4 inh 0.4, TDP2 inh 6.3, TCR CD3 inh 2.1, SIAE primary 6.4, LEDGF integ inh 4.0, PG9 binder 0.3, DDE Tn7 FP inh 5.6 and PRMT1 FP inh 14.4.

Next part:
`Cc1cc(C)n(-c2ncc3c(n2)N(C)CCOC3=O)n1` gave UHRF1 binding 1.4, HTRA1 inh 3.8, ABHD4 inh 4.3, TDP2 inh 2.9, TCR CD3 inh -1.9, SIAE primary -0.7, LEDGF integ inh -2.4, PG9 binder 1.4, DDE Tn7 FP inh -2.6 and PRMT1 FP inh -0.3.
`COc1ccccc1NC(=O)CC(NC1CCCCC1)C(=O)O` (centres undefined) gave UHRF1 binding -0.8, HTRA1 inh -2.1, ABHD4 inh 3.2, TDP2 inh 23.2, TCR CD3 inh 6.2, SIAE primary 1.4, LEDGF integ inh -1.2, PG9 binder -0.3, DDE Tn7 FP inh -5.9 and PRMT1 FP inh 1.8.
CCc1ccc(NC(=O)CSc2nnnn2C)cc1 was read as UHRF1 binding -0.2, HTRA1 inh 0.4, ABHD4 inh 2.1, TDP2 inh -5.0, TCR CD3 inh 3.6, SIAE primary -6.6, LEDGF integ inh -2.0, PG9 binder 0.0, DDE Tn7 FP inh 6.8 and PRMT1 FP inh 0.1.
`COc1ccc(C(CNC(=O)C(=O)NC2CCCCC2)N2CCN(C)CC2)cc1` (centres undefined) gave UHRF1 binding 1.4, HTRA1 inh -1.0, ABHD4 inh -10.0, TDP2 inh -5.8, TCR CD3 inh -6.1, SIAE primary -2.3, LEDGF integ inh 0.3, PG9 binder 0.8, DDE Tn7 FP inh -3.1 and PRMT1 FP inh 4.4.
Screening C=CCn1c(C(CC)CC)nc2ccccc21 returned UHRF1 binding 1.9, ABHD4 inh -1.9, TDP2 inh -13.5, TCR CD3 inh -6.2, SIAE primary -3.4, LEDGF integ inh 3.1, PG9 binder -4.7, DDE Tn7 FP inh -7.0 and PRMT1 FP inh -0.3.
Screening COC(Cc1n[nH]c(=S)n1-c1ccccc1)OC returned UHRF1 binding 2.1, HTRA1 inh 1.1, ABHD4 inh 1.2, TDP2 inh -4.9, TCR CD3 inh -2.3, SIAE primary -0.9, LEDGF integ inh -1.2, PG9 binder 0.4, DDE Tn7 FP inh -1.9 and PRMT1 FP inh 0.7.
Cc1cccc(OCC(=O)N(Cc2ccco2)C2CCS(=O)(=O)C2)c1 (centres undefined) was read as UHRF1 binding 0.5, HTRA1 inh 4.7, ABHD4 inh 4.4, TDP2 inh -9.7, TCR CD3 inh -4.0, SIAE primary -2.9, LEDGF integ inh 0.8, PG9 binder -0.9, DDE Tn7 FP inh 0.1 and PRMT1 FP inh 1.3.
`COc1ccc(/C(O)=C2/C(=O)C(=O)N(CCN(C)C)C2c2cccnc2)cc1OC` (centres undefined) gave UHRF1 binding 4.2, HTRA1 inh -0.1, ABHD4 inh 8.4, TDP2 inh -10.6, TCR CD3 inh -2.5, SIAE primary -0.5, LEDGF integ inh 0.0, PG9 binder -1.0, DDE Tn7 FP inh -7.6 and PRMT1 FP inh -1.8.
For CC(=O)Nc1ccc(SCC(=O)Nc2oc(C)c3c(C)n[nH]c(=O)c23)cc1 the results were UHRF1 binding 0.2, HTRA1 inh 6.8, ABHD4 inh 3.4, TDP2 inh 1.1, TCR CD3 inh 1.5, SIAE primary -2.5, LEDGF integ inh 3.4, PG9 binder -0.8, DDE Tn7 FP inh 2.7 and PRMT1 FP inh 27.2*.
CCn1cc(CN2N=C(C)CC2c2ccccc2)c(C)n1 (centres undefined) was read as UHRF1 binding -0.6, HTRA1 inh -1.3, ABHD4 inh 8.6, TDP2 inh 8.6, TCR CD3 inh 6.2, SIAE primary 1.5, LEDGF integ inh -1.5, PG9 binder -1.1, DDE Tn7 FP inh -5.8 and PRMT1 FP inh -1.1.
For CC1(C)CC(=O)C2=C(C1)N1CCCCC1CC2=O (centres undefined) the results were UHRF1 binding 0.1, HTRA1 inh 3.7, ABHD4 inh 1.6, TDP2 inh 13.9, TCR CD3 inh -3.5, SIAE primary -0.7, LEDGF integ inh 0.5, PG9 binder -0.6, DDE Tn7 FP inh -2.8 and PRMT1 FP inh 2.4.
Screening CCOc1cc2c(cc1OCC)C(c1ccc(OC)c(OC)c1)N(c1ccc(C(=O)O)cc1)C(=O)C2 (centres undefined) returned UHRF1 binding 1.0, HTRA1 inh 7.6, ABHD4 inh -5.0, TDP2 inh 8.0, TCR CD3 inh 7.3, SIAE primary 0.4, LEDGF integ inh 1.4, PG9 binder -1.9, DDE Tn7 FP inh 4.7 and PRMT1 FP inh -1.9.
